# ROS inducer: cancer cell ROS induction; U2OS ROS induction, H2DCF-DA fluorescence; ROS induction (% of piperlongumine), % at 10 µM; 2% of 46,000 active; in the data active means ROS induction above about 79%, passing the limit was not always enough; inconclusive means no clear call, values can overlap the other calls;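 further: 0% = DMSO vehicle median and 100% = reference compound median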
# Numbers without * were called inactive; ? = inconclusive. The list is partial (hit frequency here may not be typical).
SMILES,ROS inducer
C[C@@H]1CCCCO[C@H](CN(C)Cc2ccncc2)[C@@H](C)CN([C@H](C)CO)C(=O)c2cc(NC(=O)C3CCCCC3)ccc2O1,-4
COc1ccc([N+](=O)[O-])cc1CNCCO,-4
CC(=O)Nc1ccc(-c2nnc(SCC(=O)n3c4c(c5ccccc53)CCCC4)n2C)cc1,6
COc1ccc(NC(=O)N(C)C[C@@H]2Oc3ccc(NS(=O)(=O)c4c(C)noc4C)cc3C(=O)N([C@H](C)CO)C[C@H]2C)cc1,-14
C[C@@H]1CN([C@H](C)CO)C(=O)c2cccc(NS(C)(=O)=O)c2O[C@H]1CN(C)Cc1ccncc1,-4
C[C@H](CO)N1C[C@H](C)[C@@H](CN(C)Cc2ccccc2)Oc2ccc(NS(=O)(=O)c3ccc(Cl)cc3)cc2C1=O,1
O=C1CN(C(=O)/C=C/c2ccccc2)C(c2ccccc2)c2cc(Br)ccc2N1 (centres undefined),11
CC(C)NC(=O)N(C)C[C@@H]1Oc2ccc(NC(=O)Cc3cn(C)c4ccccc34)cc2CC(=O)N([C@H](C)CO)C[C@@H]1C,38
CCOC(=O)c1c(NC(=O)c2ccco2)sc2c1CCCC2=O,5
CCN1CCN(C(=O)N[C@@H](C(=O)N[C@@H]2C(=O)N3[C@@H]2SC(C)(C)[C@@H]3C(=O)O)c2ccccc2)C(=O)C1=O,2
COc1ccc(NC(=O)N(C)C[C@H]2Oc3c(NC(=O)c4nc5ccccc5s4)cccc3C(=O)N([C@@H](C)CO)C[C@@H]2C)cc1,-2
COc1cc(/C=N/NC(=O)c2ccccc2O)c([N+](=O)[O-])cc1OC,-2
O=C1c2nc3cc(-c4ccccc4)[nH]n3c(=O)c2CN1C1CCCCC1,38
S=C(NCCc1ccccc1)N1CCc2ccccc21,-4
O=C(Nc1ccc(Cl)cc1)Nc1nc(-c2ccccc2)cs1,-2
CC(C)NC(=O)Nc1ccc2c(c1)CC(=O)N([C@H](C)CO)C[C@H](C)[C@H](CN(C)C(=O)Nc1ccc(F)cc1)O2,-10
C=CCSc1nnc(-c2ccccc2NC(=O)CC)c(=O)[nH]1,-10
C[N+]1(C)C2CC[C@H]1CC(OC(=O)C(O)c1ccccc1)C2 (some centres undefined),-9
O=C(Nc1cc(C(F)(F)F)cc(C(F)(F)F)c1)C(=S)N1CCCCC1,10
CC(=O)[C@H]1CCC2C3CCC4=CC(=O)CC[C@]4(C)C3CC[C@@]21C (some centres undefined),3
CC(C)(C)c1cc(C(=O)Oc2ccc(Cl)cc2)n(Cc2ccccc2)n1,1
C[C@@H]1CN([C@@H](C)CO)C(=O)c2cc(NC(=O)Nc3ccc4c(c3)OCO4)ccc2O[C@H]1CN(C)S(C)(=O)=O,-4
COc1ccc(S(=O)(=O)N(C)C[C@H]2Oc3ccc(NC(=O)Cn4cnnn4)cc3CC(=O)N([C@@H](C)CO)C[C@H]2C)cc1,-2
NS(=O)(=O)c1cc2c(cc1Cl)NC(CSCc1ccccc1)=NS2(=O)=O,-9

# A draw from above in order of molecular weight, high to low:
SMILES,ROS inducer
CC(C)NC(=O)Nc1ccc2c(c1)CC(=O)N([C@H](C)CO)C[C@H](C)[C@H](CN(C)C(=O)Nc1ccc(F)cc1)O2,-10
O=C(Nc1cc(C(F)(F)F)cc(C(F)(F)F)c1)C(=S)N1CCCCC1,10
CC(C)(C)c1cc(C(=O)Oc2ccc(Cl)cc2)n(Cc2ccccc2)n1,1
O=C1c2nc3cc(-c4ccccc4)[nH]n3c(=O)c2CN1C1CCCCC1,38
O=C(Nc1ccc(Cl)cc1)Nc1nc(-c2ccccc2)cs1,-2
S=C(NCCc1ccccc1)N1CCc2ccccc21,-4

# Additional results:
SMILES,ROS inducer
C[C@H](CO)N1C[C@H](C)[C@@H](CN(C)Cc2ccc(C(F)(F)F)cc2)Oc2ccc(NC(=O)C3CCCCC3)cc2C1=O,59
C[C@H](CO)N1C[C@H](C)[C@H](CN(C)C(=O)Nc2ccc(F)cc2)Oc2ccc(NC(=O)Cn3cnnn3)cc2CC1=O,-1
Cc1noc(C)c1NC(=O)Nc1ccc2c(c1)CC(=O)N([C@@H](C)CO)C[C@H](C)[C@@H](CN(C)S(=O)(=O)c1cn(C)cn1)O2,7
NC1=NC(=Nc2cccc(C(F)(F)F)c2)c2ccccc21,12
Cn1c(Cn2nnc(-c3ccccc3)n2)nnc1SCC(N)=O,0
CC(C)NC(=O)Nc1ccc2c(c1)CC(=O)N([C@H](C)CO)C[C@@H](C)[C@H](CN(C)CC1CCCCC1)O2,4
CC1C=CCC2C(=O)N(c3cccc(Cl)c3)C(=O)C12 (centres undefined),-6
C[C@H](CO)N1C[C@H](C)[C@H](CN(C)Cc2ccc(-c3ccccc3)cc2)Oc2ccc(NC(=O)Cc3ccccc3)cc2C1=O,33
COc1ccc(S(=O)(=O)N(C)C[C@@H]2Oc3ccc(NS(=O)(=O)c4ccccc4)cc3CC(=O)N([C@H](C)CO)C[C@@H]2C)cc1,11
C[C@H]1CN([C@@H](C)CO)C(=O)c2cc(NC(=O)Nc3ccc(F)cc3)ccc2O[C@H]1CN(C)Cc1ccc2c(c1)OCO2,4
Cn1c(=O)oc2cc(S(=O)(=O)NCCC(=O)O)ccc21,6
CC(C)NC(=O)N(C)C[C@@H]1Oc2ccc(NC(=O)Nc3ccc(F)cc3)cc2C(=O)N([C@H](C)CO)C[C@@H]1C,-1
Cc1noc(C)c1NC(=O)Nc1cccc2c1O[C@H](CN(C)Cc1ccc(-c3ccccc3)cc1)[C@@H](C)CN([C@H](C)CO)C2=O,58
CS(=O)(=O)N(CC(=O)NCc1ccccc1)c1cc(C(F)(F)F)ccc1Cl,0
Cc1noc(C)c1NC(=O)N(C)C[C@@H]1OCCCC[C@@H](C)Oc2ccc(NS(=O)(=O)c3ccccc3)cc2C(=O)N([C@H](C)CO)C[C@@H]1C,1
C[C@H](CO)N1C[C@H](C)[C@H](CN(C)S(=O)(=O)c2ccccc2)Oc2ncc(C#Cc3ccc(C(F)(F)F)cc3)cc2C1=O,8
COC(=O)c1ccccc1NC(=O)CSc1nc2ccsc2c(=O)n1-c1ccc(C)c(C)c1,17
COc1ccc(CN(C)C[C@@H]2OCCCC[C@@H](C)Oc3ccc(NS(=O)(=O)c4ccc(Cl)cc4)cc3C(=O)N([C@H](C)CO)C[C@@H]2C)cc1,58
CC(CNC(=O)CCc1nnc2n(Cc3ccccc3)c(=O)c3ccccc3n12)c1ccccc1 (centres undefined),33
CC(C)CC1NC(=O)C(C)NC1=O (centres undefined),-11
O=C1O[C@@H](c2ccccc2)[C@@H](c2ccccc2)N2[C@@H](c3ccc(OCCO)cc3)[C@]3(C(=O)Nc4ccc(C#CC5=CCCCC5)cc43)[C@@H](C(=O)NC[C@H](O)c3ccccc3)[C@H]12,19
Cc1noc(C)c1NC(=O)Nc1cccc2c1O[C@H](CN(C)C(=O)NC1CCCCC1)[C@@H](C)CN([C@H](C)CO)C2=O,-6
CC(=O)Nc1sccc1C(=O)NCc1ccco1,-3
O=C(CN1CCCc2ccccc21)Nc1ccc(Cl)c(Cl)c1,3

# Next part, starting with the last 3 of the part before.
SMILES,ROS inducer
Cc1noc(C)c1NC(=O)Nc1cccc2c1O[C@H](CN(C)C(=O)NC1CCCCC1)[C@@H](C)CN([C@H](C)CO)C2=O,-6
CC(=O)Nc1sccc1C(=O)NCc1ccco1,-3
O=C(CN1CCCc2ccccc21)Nc1ccc(Cl)c(Cl)c1,3
CC(=O)O[C@@]1(C)[C@@H]2CC(=C(C)C)C(=O)C[C@@]2(C)CC[C@H]1OC(=O)C1(C)OC1C (some centres undefined),3
COc1ccc(Cl)cc1NC(=O)CSc1nnc(-c2ccccc2)n1C,2
Cc1c(NC(=O)CN(c2cccc(F)c2)S(C)(=O)=O)c(=O)n(-c2ccccc2)n1C,-3
C[C@@H]1CN([C@@H](C)CO)C(=O)c2cccc(N(C)C)c2O[C@H]1CN(C)Cc1ccc(Cl)c(Cl)c1,4
O=C(O)CCNc1nc(-c2ccccc2)c2cc(Br)ccc2n1,20
CNC[C@@H]1OCCCC[C@@H](C)Oc2ccc(NS(=O)(=O)c3ccc(Cl)cc3)cc2C(=O)N([C@H](C)CO)C[C@@H]1C,6
O=C1C(=O)N(Cc2cccnc2)C(c2ccc(Br)cc2)C1C(=O)c1cccs1 (centres undefined),-4
C[C@H](CO)N1C[C@H](C)[C@@H](CN(C)Cc2ccc(-c3ccccc3)cc2)Oc2c(NC(=O)C3CCCCC3)cccc2C1=O,49
Cc1ccc(C(=O)NC(NCc2ccco2)(C(F)(F)F)C(F)(F)F)cc1,12
CC1=C(C(=O)OC2CCCN(C)C2)C2(O)C(=O)c3ccccc3C2(O)N1 (centres undefined),1
COc1ccc(S(=O)(=O)Nc2cccc3c2O[C@@H](CN(C)S(=O)(=O)c2cccs2)[C@@H](C)CN([C@H](C)CO)C3=O)cc1,-8
Cc1cc2nn(-c3ccc(Cl)cc3)nc2cc1NC(=O)COc1ccccc1C,-4

# Fetched by compound from above, six records:
SMILES,ROS inducer
CNC[C@@H]1OCCCC[C@@H](C)Oc2ccc(NS(=O)(=O)c3ccc(Cl)cc3)cc2C(=O)N([C@H](C)CO)C[C@@H]1C,6
C[C@@H]1CN([C@@H](C)CO)C(=O)c2cccc(N(C)C)c2O[C@H]1CN(C)Cc1ccc(Cl)c(Cl)c1,4
O=C1C(=O)N(Cc2cccnc2)C(c2ccc(Br)cc2)C1C(=O)c1cccs1 (centres undefined),-4
Cc1ccc(C(=O)NC(NCc2ccco2)(C(F)(F)F)C(F)(F)F)cc1,12
Cc1cc2nn(-c3ccc(Cl)cc3)nc2cc1NC(=O)COc1ccccc1C,-4
CC(=O)O[C@@]1(C)[C@@H]2CC(=C(C)C)C(=O)C[C@@]2(C)CC[C@H]1OC(=O)C1(C)OC1C (some centres undefined),3

# Later entries:
SMILES,ROS inducer
C[C@H]1CN([C@@H](C)CO)C(=O)c2cc(NC(=O)NC3CCCCC3)ccc2O[C@H]1CN(C)Cc1ccc(C(=O)Nc2ccccc2N)cc1,-2
C[C@@H]1CN([C@@H](C)CO)C(=O)c2cccc(NC(=O)C3CC3)c2O[C@H]1CN(C)Cc1ccc(C(F)(F)F)cc1,29
Cc1ccc(N=C2SCC(=O)N2C)cc1,-10
O=C1c2ccccc2C(=O)N1CCc1nc2ccccc2c(=O)n1-c1nc2ccccc2s1,-9
C[C@@H]1CN([C@H](C)CO)C(=O)Cc2cc(NC(=O)Nc3ccc(F)cc3)ccc2O[C@H]1CN(C)S(=O)(=O)c1cccs1,-4
CCC(Cc1ccccc1)NC(=O)c1ccc2c(c1)NC(=O)c1ccccc1S2 (centres undefined),50
Cc1ccc(S(=O)(=O)Nc2cccc3c2O[C@H](CN(C)Cc2ccc(C(=O)O)cc2)[C@@H](C)CN([C@@H](C)CO)C3=O)cc1,-2
CCOC(=O)c1c(S(=O)(=O)Nc2ccc(Cl)cc2)c(C)n(-c2ccccc2)c1C,12
C[C@H]1CN([C@@H](C)CO)C(=O)Cc2cc(NC(=O)c3ccncc3)ccc2O[C@H]1CN(C)C(=O)Nc1cccc2ccccc12,?
CCCC[C@H](O)[C@@H]1CC(OC)=CC(=O)O1,-4
C[C@@H]1CN([C@@H](C)CO)C(=O)Cc2cc(NC(=O)C3CCCCC3)ccc2O[C@@H]1CN(C)Cc1ccc(Oc2ccccc2)cc1,30
CC(C)NC(=O)N(C)C[C@@H]1Oc2ccc(NC(=O)CCC(F)(F)F)cc2CC(=O)N([C@H](C)CO)C[C@H]1C,-7
COC(=O)C1=C(NC(=O)c2ccccc2C)CCS1,11
COc1ccc(NC(=O)Cc2c(OC)ccc3cc(Br)ccc23)c(OC)c1,2
C[C@H]1CN([C@@H](C)CO)C(=O)Cc2cc(NC(=O)CCN3CCOCC3)ccc2O[C@H]1CN(C)C(=O)Nc1ccc(F)cc1,-8
C[C@H](CO)N1C[C@H](C)[C@H](CN(C)C(=O)NC2CCCCC2)Oc2c(NS(C)(=O)=O)cccc2C1=O,-3
COc1ccc(NS(=O)(=O)c2ccc(N)cc2)nn1,-8
COc1ccc(NC(=O)Nc2cccc3c2O[C@@H](CN(C)Cc2ccc(-c4ccccc4)cc2)[C@@H](C)CN([C@@H](C)CO)C3=O)cc1,6
CCOC(=O)c1cnn(-c2nc(C)cc(C)n2)c1N,1
COc1ccc(NC(=O)Nc2ccc3c(c2)C(=O)N([C@H](C)CO)C[C@H](C)[C@@H](CN(C)Cc2ccccc2)OCCCC[C@@H](C)O3)cc1,6
C[C@H](CO)N1C[C@H](C)[C@@H](CN(C)CC2CC2)Oc2c(NC(=O)Nc3ccccc3)cccc2C1=O,2
C[C@@H]1CN([C@@H](C)CO)C(=O)c2cccc(NS(=O)(=O)c3cn(C)cn3)c2O[C@H]1CN(C)C(=O)Nc1ccc(C(F)(F)F)cc1,-9
CC(C)NC(=O)N(C)C[C@@H]1Oc2ccc(NC(=O)Cc3ccccc3)cc2C(=O)N([C@H](C)CO)C[C@@H]1C,-17
C[C@H]1CN([C@@H](C)CO)C(=O)CCCn2nncc2CO[C@H]1CN(C)S(=O)(=O)c1ccccc1F,-11
c1ccc(Cn2ncc3c(Nc4ccc5ccccc5c4)ncnc32)cc1,-5
Cc1ccc(CCNC(=O)NC(C)(C)C)cc1,-11
C[C@@H]1CCCCO[C@H](CN(C)S(=O)(=O)c2ccc(F)cc2)[C@@H](C)CN([C@H](C)CO)C(=O)c2cc(NC(=O)C3CCCCC3)ccc2O1,2
CN(C)C(=O)[C@]1(Cc2ccccc2CN=[N+]=[N-])N=C(c2ccc(OCCCO)cc2)O[C@@H]1c1ccccc1,53
Cc1ccc(Cl)cc1N(CC(=O)Nc1ccc(I)cc1)S(C)(=O)=O,8
C[C@@H]1CN([C@H](C)CO)C(=O)Cc2cc(NC(=O)Nc3ccc4c(c3)OCO4)ccc2O[C@@H]1CN(C)Cc1ccc(-c2ccccc2)cc1,33
COC(=O)c1cc(-c2cccnc2)nc2ccccc12,-3
C[C@@H]1CCCCO[C@H](CN(C)C(=O)Nc2ccc(C(F)(F)F)cc2)[C@@H](C)CN([C@H](C)CO)C(=O)c2cc(NS(=O)(=O)c3ccc(F)cc3)ccc2O1,44
O=c1cc(C23CC4CC(CC(C4)C2)C3)[nH][nH]1,-12

# Compound activity from PubChem.
